Bioassay records: PubChem BioAssay, several laboratories
COUP-TFII inh: NR2F2 transcriptional activity inhibitors, primary screen, cell-based, luciferase reporter, HEK293T, luminescence | HEK293T NGFI-A luciferase reporter | inhibition, % at 8.6 µM | AID 686940, 2013 | hit rate 0.7% among 370,000 | COUP transcription factor 2 (Homo sapiens), P24468;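 active means inhibition above a per-plate cutoff, mean inhibition of test wells between control levels plus 3 SD, cut at about 38% in these data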;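 further: cells cotransfected with COUP-TFII expression vector driving the NGFI-A reporter; 0% = median of COUP-TF2 test wells and 100% = reporter-only cells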
NCOA3 inh: SRC3 coactivator transcriptional activity inhibitors, primary screen, cell-based, luminescence | Nuclear receptor coactivator 3 (Homo sapiens), Q9Y6Q9 | AID 588352, 2011 | inhibition, % at 3.6 µM | hit rate 0.17% among 360,000 | HEK293 GAL4-SRC3 luciferase reporter;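 active means inhibition above a per-campaign cutoff, the mean of all compounds plus 3 SD, cut at about 60% in these data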;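 further: 0% = DMSO-treated cells and 100% = gossypol-treated cells at 36 µM; higher means less SRC3-driven luciferase light from the GAL4 reporter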
NCOA2 inhibitor: inhibition of GAL4-SRC2 driven luciferase reporter, primary screen, SRC2 inhibitor project, cell-based, luminescence; HEK293 GAL4-SRC2 luciferase reporter; inhibition, % at 9 µM; hit rate 0.17% among 370,000;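 active means inhibition above the mean inhibition of all tested compounds plus 3 SD, set per campaign, cut at about 52% in these data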;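 further: 0% = DMSO treated cells and 100% = cells given Gossypol at 36 µM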
MC4R ag barr: MC4R agonists recruiting beta-arrestin, primary screen, cell-based, luminescence, agonist arm of biased-ligand search | Melanocortin receptor 4 (Homo sapiens), P32245 | U2OS MC4R beta-arrestin complementation; percent of melanotan II response, DMSO zero | activation, % at 8.9 µM | hit rate 0.98% among 360,000;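 active means activation above a per-plate cutoff, the mean activation of sample wells on that plate plus 3 SD, cut at about 8% in these data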
MC4R antagonist: MC4R antagonists of cAMP signaling, primary screen, cell-based, TR-FRET, antagonist arm of biased-ligand search | Melanocortin receptor 4 (Homo sapiens), P32245 | MC4R-expressing cells, MTII-stimulated cAMP, LANCE TR-FRET | inhibition, % at 6.5 µM | hit rate 0.48% among 360,000 | AID 540295, 2011;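 active means inhibition above its plate's cutoff, the mean of tested wells on that plate plus 3 SD, cut at about 29% in these data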;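 further: 0% = Melanotan II alone and 100% = Melanotan II plus saturating MCL0020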
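Test system: U2OS cells stably expressing human melanocortin 4 receptor (MC4R); also added: Melanotan II challenge; compound: 6.5 µM single dose; timing: 30-min compound preincubation, 1-h Melanotan II challenge, 1-h detection, room temperature; signal: Eu-cAMP/anti-cAMP TR-FRET, emission 671 nm; repeats: one well per compound, no replicates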
LRH-1 inv ag: LRH-1 (NR5A2) inverse agonists, primary screen, cell-based, luminescence, HEK293T, StAR-luciferase reporter; Nuclear receptor subfamily 5 group A member 2 (Homo sapiens), O00482; LRH-1 transfected, 24 h; inhibition, % at 3.6 µM; hit rate 0.13% among 360,000; AID 602396, 2012;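 active means inhibition above the mean inhibition of all tested compounds plus 3 SD, cut at about 73% in these data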;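 further: 0% = DMSO wells and 100% = reporter-only cells lacking LRH-1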
EBV LMP1 NFkB: EBV LMP1-driven NF-kappaB luciferase reporter inhibitors, primary screen, cell-based, luminescence, single point; LMP1-induced NF-kappaB luciferase reporter cells; inhibition, % at 12.5 µM; hit rate 0.69% among 350,000; AID 504558, 2011; in the data active means inhibition above about 41%;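 further: 0% = neutral control wells and 100% = reference inhibitor control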
TLR9-MyD88 inh: inhibitors of TLR9-MyD88 association in cells, primary screen, cell-based, CHO, BLA complementation, fluorescence; Toll-like receptor 9 (Homo sapiens) + Myeloid differentiation primary response protein …; CCF4 FRET ratio; inhibition, % at 4.98 µM; hit rate 0.21% among 340,000;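 active means inhibition above the mean over all tested compounds plus 3 SD, cut at about 21% in these data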;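 further: 0% = DMSO only wells and 100% = clavulanate BLA inhibitor control wells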
NOD2-RIPK2 inh: NOD2-RIPK2 binding disruptors in cells, primary screen, fluorescence, CHO cells, BLA complementation | CCF4 ratio | Receptor-interacting serine/threonine-protein kinase 2 (Homo sapiens), O43353 | hit rate 0.38% among 360,000 | inhibition, % at 4.98 µM; in the data active means inhibition above about 21%;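 further: 0% = vehicle only and 100% = reference blocker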
ABHD5 PLIN5 PPI: ABHD5-PLIN5 interaction inhibitors, primary screen, cell lysate, split luciferase complementation, luminescence | Perilipin-5 (Homo sapiens) + 1-acylglycerol-3-phosphate O-acyltransferase ABHD5 (Homo … | Split G. princeps luciferase complementation, 4 h | inhibition, % at 4 µM | hit rate 0.78% among 360,000 | AID 602281, 2012;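 active means inhibition above the mean inhibition across every tested compound plus 3 SD, cut at about 22% in these data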;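 further: 0% = DMSO only wells and the 100% control is not disclosed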
Target sequence (Q00G26 whole entry, looked up): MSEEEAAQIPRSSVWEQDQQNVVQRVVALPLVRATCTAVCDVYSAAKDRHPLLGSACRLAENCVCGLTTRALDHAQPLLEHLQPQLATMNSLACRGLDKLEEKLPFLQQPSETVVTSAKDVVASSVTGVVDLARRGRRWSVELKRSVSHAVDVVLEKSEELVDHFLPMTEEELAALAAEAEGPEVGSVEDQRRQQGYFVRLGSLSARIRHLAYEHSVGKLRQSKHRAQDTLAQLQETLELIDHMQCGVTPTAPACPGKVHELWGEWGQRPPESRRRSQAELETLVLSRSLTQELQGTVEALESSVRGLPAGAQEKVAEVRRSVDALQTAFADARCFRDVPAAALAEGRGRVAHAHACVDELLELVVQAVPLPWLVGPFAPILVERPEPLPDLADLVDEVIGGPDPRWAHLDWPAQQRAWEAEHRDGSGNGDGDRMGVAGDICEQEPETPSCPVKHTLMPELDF
Target sequence (Q8WTS1 whole entry, looked up): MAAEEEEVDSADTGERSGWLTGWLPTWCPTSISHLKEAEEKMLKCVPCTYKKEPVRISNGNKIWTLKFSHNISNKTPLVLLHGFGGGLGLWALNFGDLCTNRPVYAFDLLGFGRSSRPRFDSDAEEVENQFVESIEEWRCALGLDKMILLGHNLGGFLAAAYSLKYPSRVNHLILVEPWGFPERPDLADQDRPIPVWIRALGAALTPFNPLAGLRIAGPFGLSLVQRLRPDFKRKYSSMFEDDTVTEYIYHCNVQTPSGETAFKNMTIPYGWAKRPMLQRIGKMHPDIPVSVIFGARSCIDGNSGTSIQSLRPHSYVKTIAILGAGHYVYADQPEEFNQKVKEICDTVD
SRC1 inh: SRC1 coactivator transcriptional activity inhibitors, primary screen, cell-based, luminescence | Nuclear receptor coactivator 1 (Homo sapiens), Q15788 | HEK293 GAL4-SRC1 luciferase reporter | inhibition, % at 3.6 µM | hit rate 0.12% among 360,000 | AID 588354, 2011;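 active means inhibition above the campaign mean plus 3 SD, with each screening campaign given its own cutoff, cut at about 60% in these data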;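 further: 0% = DMSO treated cells and 100% = gossypol at 36 µM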
* = called active by the depositor; nt = no result given.

SMILES	COUP-TFII inh	NCOA3 inh	NCOA2 inhibitor	MC4R ag barr	MC4R antagonist	LRH-1 inv ag	EBV LMP1 NFkB	TLR9-MyD88 inh	NOD2-RIPK2 inh	ABHD5 PLIN5 PPI	SRC1 inh
Cc1ccc(C(=O)Nc2ccc(C(=O)O)cc2)cc1S(=O)(=O)NCc1ccccc1	-2.3	13.3	-7.3	-0.6	12.8	7.8	-5.2	-7.8	16.7	2.7	-5.0
COc1ccc2nc(SCC(=O)/C(C#N)=C(\C)N)[nH]c2c1	-47.6	-53.0	-41.3	-2.4	-3.6	-127.3	-12.7	-5.8	-8.6	1.9	-88.2
O=S(=O)(c1ccc(C(F)(F)F)cc1)N1CCN(CCc2ccccc2)CC1	-4.3	-3.0	-9.0	0.3	2.3	7.6	-9.8	4.9	-9.4	1.5	-12.7
CCOc1c(C)cnc2c1c(=O)n(Cc1ccccc1F)c(=O)n2C	-1.1	19.6	-4.6	0.9	-0.4	-1.5	-2.9	3.7	6.8	-1.7	-9.3
Cc1ccsc1S(=O)(=O)N1CCCC(CCC(=O)NCc2ccccc2F)C1 (configuration not stated)	3.9	10.8	21.9	-1.3	8.0	9.4	5.4	-2.1	4.8	0.8	17.6
COc1cccc(NC(=O)CCNS(=O)(=O)c2ccc(Br)s2)c1	-4.5	9.0	14.4	-0.8	3.3	-4.5	11.4	0.5	-4.9	-7.4	12.1
Cc1cccc(C)c1OCc1cc(C(=O)N2CCNC(=O)C2)no1	2.4	-0.8	6.4	-2.3	-0.6	-7.6	-13.9	0.6	3.8	-5.3	0.2
Cc1nn(-c2ccccc2)c(N2CCCC2)c1/C=N/n1cnc2scc(-c3ccccc3)c2c1=O	-5.5	4.1	16.2	-0.8	-1.2	-3.1	0.5	-2.6	-2.9	-5.9	0.8
O=C(Nc1cc([N+](=O)[O-])ccc1O)c1cccc([N+](=O)[O-])c1	24.0	-50.4	15.7	-2.5	-3.2	-9.1	-4.8	5.5	-1.4	4.8	-55.7
COc1ccc(C(C(=O)NCc2ccccc2)N(C(=O)c2snc(C(N)=O)c2N)C2CCCC2)cc1 (configuration not stated)	-3.9	-37.0	-33.0	0.1	8.5	-13.4	-6.9	3.0	-4.2	-1.6	5.5
Cc1cccc(C)c1-n1nnnc1C(c1ccnc2ccccc12)N1CCN(c2ccccc2F)CC1 (configuration not stated)	-5.3	nt	9.6	nt	nt	-20.0	nt	nt	-0.9	7.7	nt
Nn1cc(-c2ccccc2)nc1SCC(=O)Nc1ccc2c(c1)OCO2	3.7	12.7	8.0	-2.5	7.5	-5.3	-8.6	2.2	-2.6	0.2	-14.3
CCOc1ccc(CNC(=O)CCC(=O)n2ncc3ccc(Cl)cc32)cc1	-0.5	4.8	7.9	-1.7	2.7	8.7	-8.8	2.5	-6.6	-3.8	-10.3
CCOC(=O)CSc1cccc2cccnc12	13.2	-7.1	-4.2	-3.0	5.6	19.3	-14.8	4.0	-0.8	-2.7	-22.9
COc1ccc(CN(C)CC(=O)Nc2sc3c(c2C#N)CCC3)cc1OC	21.8	8.7	9.9	-3.0	-3.1	1.8	0.6	3.8	-5.8	4.8	1.6
CN(C1=NS(=O)(=O)c2ccccc21)c1ccc(OC(=O)c2ccncc2)cc1	-6.9	2.5	-18.6	-0.3	6.5	-3.2	9.8	-12.6	-5.4	5.3	-12.9
CCCc1cc(=O)[nH]c(SCC(=O)N(C)C2CCCCC2)n1	7.0	15.0	-1.0	-1.5	4.7	4.9	-10.6	6.4	-1.0	-4.3	-14.0
COC(=O)c1c(NC(=O)/C=C/c2ccc3c(c2)OCO3)sc(C)c1C	-2.3	7.5	-0.3	-0.6	8.0	1.2	2.7	4.1	3.0	-1.0	0.6
CCOc1ccc(C(=O)Nc2ccc(N3CCN(C)CC3)cc2)cc1Br	6.9	3.5	-15.7	-1.3	-9.3	11.2	-2.3	0.6	3.8	7.4	-17.2
Cc1ccc(C(=O)OCC(=O)NCc2ccc(Cl)cc2Cl)o1	-15.1	-5.8	17.9	-0.1	8.4	2.3	-3.0	5.8	-11.1	6.5	-6.2
O=C(CN1C(=O)c2ccccc2S1(=O)=O)Nc1cccc(S(=O)(=O)N2CCCCC2)c1	4.6	5.3	4.9	0.7	-0.2	-23.0	-0.7	-2.7	-0.5	-16.5	3.2
COCCNC(=O)C1C(=O)Nc2ccccc2C(=O)N1c1ccc2c(c1)OCCO2 (configuration not stated)	9.6	nt	17.1	nt	nt	22.5	nt	nt	-10.5	4.9	nt
CC1Cc2cc(S(=O)(=O)NCCc3ccccc3)ccc2N1C(=O)C1CC1 (configuration not stated)	11.0	0.4	-3.9	-2.4	-1.6	-30.9	3.5	8.9	5.8	-1.5	-5.9
Cn1c2ccccc2c2cc(/C=N/NC(=O)c3ccccc3F)ccc21	-4.4	-0.6	-6.5	-0.2	-7.2	-41.4	-4.2	-10.5	-2.2	8.9	1.7
CC(C(=O)c1c[nH]c(C(N)=O)c1)c1ncc(C(F)(F)F)cc1Cl (configuration not stated)	-11.4	4.6	-29.6	-1.5	19.8	-3.0	1.3	4.7	-5.7	0.1	0.6
CCOC(=O)N1CCC(n2c(SCC(=O)N3CCCC3)nc3ccccc3c2=O)CC1	-3.7	9.2	14.4	-0.4	-3.6	21.6	17.1	2.5	-3.6	1.7	7.2
CC(C)(CNC(=O)CCC1CCCC1)CNC(=O)CCC1CCCC1	2.2	-3.8	-21.2	-0.4	-4.0	2.8	3.4	-5.0	-15.1	-0.5	-5.6
COc1cc(CCC(=O)OCC(=O)Nc2c(C)cc(C)cc2C)cc(OC)c1OC	-13.9	-12.4	-18.0	-1.2	5.2	9.1	-3.2	-3.1	7.8	-2.2	2.7
CC1CC(C)CN(C2CCCCC2NS(=O)(=O)c2ccc(Cl)cc2)C1 (configuration not stated)	-12.8	15.0	-11.4	1.1	3.9	6.6	-8.3	-3.0	-8.4	-7.0	17.6
Cc1cccc(C(=O)NC2CC3CCC(C2)N3C)c1 (configuration not stated)	-12.7	11.0	-17.1	-1.5	7.1	-5.8	2.8	-0.2	8.4	-1.1	-16.8
O=C(Nc1ccc2c(c1)OCO2)N1CCN(C(=O)C2CCCO2)CC1 (configuration not stated)	2.1	-2.0	-26.6	-0.8	3.4	-12.2	-10.2	10.2	-0.4	6.8	-17.8
O=C(CCN1CCN(c2ccccc2F)CC1)Nc1ccccc1Cl	7.5	5.1	-11.3	1.1	13.7	-13.4	4.1	1.1	-6.6	-9.6	-2.4
CCOC(=O)N1CCN(C(=O)COC(=O)CNC(=O)c2ccc(Cl)cc2Cl)CC1	-1.1	14.1	10.1	-2.5	13.6	11.4	-6.4	-6.2	-3.9	-5.9	3.8
CCc1nc2ccc(C(=O)N3CCN(c4ccc([N+](=O)[O-])cc4)CC3)cc2nc1CC	8.9	12.6	2.5	-0.7	13.7	-0.3	2.4	5.8	-6.8	3.0	22.4
CC1CC(C)CN(C(=O)C2CCN(S(=O)(=O)c3cccc4cccnc34)CC2)C1 (configuration not stated)	nt	2.0	nt	-0.9	4.5	-4.7	4.1	8.2	-1.1	6.2	3.5
O=C(N/N=C/c1ccc(-c2ccc([N+](=O)[O-])cc2)o1)C(O)c1ccccc1 (configuration not stated)	-14.8	-2.2	-7.0	-1.7	-2.6	-2.8	7.7	6.2	9.7	4.4	-12.0
Cc1ccc(-c2ccc(=O)n(Cc3c(F)cccc3Cl)n2)cc1	15.1	-5.8	-15.0	1.6	0.9	-1.2	4.9	6.3	-7.4	-6.4	2.8
O=S(=O)(NC(=NCc1ccccc1)c1ccccc1)c1ccccc1	17.5	3.0	-12.9	-1.8	14.8	-11.0	-1.6	5.3	-3.0	5.2	6.8
COc1ccc(OC(C)C(=O)Nc2ccc(F)cc2F)cc1 (configuration not stated)	0.0	-3.6	-28.5	1.8	20.7	-14.7	-2.0	14.2	-2.5	-10.2	-18.0
Cc1cc(C(=O)N/N=C/c2c(C)[nH]n(-c3ccccc3)c2=O)n[nH]1	-25.9	6.3	-16.8	0.2	-2.4	-17.1	-6.1	-2.4	-8.7	-3.0	-13.6
CC(NC(=O)C1CCCCC1)C(c1cccs1)N1CCOCC1 (configuration not stated)	7.7	-4.9	0.5	-0.4	14.5	-1.6	3.4	6.2	-2.5	0.5	3.3
COc1ccc(CNC(=O)c2ccncc2)cc1	23.2	9.1	-8.3	-0.5	0.2	11.7	-7.4	3.9	6.6	-0.5	3.9
CCCCNC(=O)c1cn(CC(C)C)c(=O)c2c1c1ccccc1n2C	-10.3	-4.4	-3.3	0.9	14.2	-7.8	-3.3	12.8	-7.2	0.4	1.1
CCOc1ccc2ccccc2c1/C=N/NC(=O)CC1(C)OCCCO1	7.0	16.7	-13.3	-0.7	-0.7	16.2	5.8	4.1	-4.7	4.2	-30.8
Cc1cc(C(=O)Cn2nc(C(=O)O)c3ccccc3c2=O)c(C)n1CCc1ccc(Cl)cc1	5.4	-14.2	-10.8	-1.3	4.9	1.2	1.1	3.7	-4.3	-5.3	-4.0
CCc1nc(Nc2ccccc2OC)c2oc3ccccc3c2n1	-20.9	14.5	-32.6	1.6	1.1	27.4	15.2	-2.1	-12.0	-5.0	0.9
COc1cc(NC(=O)c2cccc([N+](=O)[O-])c2C)ccc1NC(=O)c1ccco1	-12.7	-8.7	-19.6	6.9	0.3	-44.1	-5.2	-6.9	-2.8	-0.3	-27.4

Rewritten with values under each structure: 2 of the compounds above.
Value order – COUP-TFII inh, NCOA3 inh, NCOA2 inhibitor, MC4R ag barr, MC4R antagonist, LRH-1 inv ag, EBV LMP1 NFkB, TLR9-MyD88 inh, NOD2-RIPK2 inh, ABHD5 PLIN5 PPI, SRC1 inh
O=S(=O)(NC(=NCc1ccccc1)c1ccccc1)c1ccccc1
    17.5, 3.0, -12.9, -1.8, 14.8, -11.0, -1.6, 5.3, -3.0, 5.2, 6.8
CCOc1ccc2ccccc2c1/C=N/NC(=O)CC1(C)OCCCO1
    7.0, 16.7, -13.3, -0.7, -0.7, 16.2, 5.8, 4.1, -4.7, 4.2, -30.8

Some of the compounds tested; rates above refer to the full screens.
